# Assay outcomes deposited in PubChem by NCI.
# bub3 – NCI yeast anticancer drug screen, S. cerevisiae bub3 mutant strain; % growth inhibition at 50 µM; 9.9% of 78,000 active; AID 167;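 also: 0% = growth of vehicle-only cultures of the same strain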
#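 Steps: expose the mutant yeast strain to compound; grow alongside vehicle-treated cultures; measure growth; express inhibition against the vehicle cultures.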
# sgs1 mgt1 – NCI yeast anticancer drug screen, S. cerevisiae sgs1 mgt1 strain; 10% of 78,000 active; AID 161; growth inhibition, % at 50 µM;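 also: 0% = growth of vehicle-only cultures of the same strain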
#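 Genetically altered yeast, compound exposure, growth inhibition relative to vehicle.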
# yeast mec2-1 – NCI yeast anticancer drug screen, S. cerevisiae mec2-1 strain; 9% of 79,000 active; AID 157; growth inhibition, % at 50 µM;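 also: 0% = growth of vehicle-only cultures of the same strain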
#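 Strain: mec2-1 (DNA repair/cell cycle alteration). Compound exposure, then growth measured; inhibition expressed relative to vehicle.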
# yeast mlh1 rad18 – NCI yeast anticancer drug screen, S. cerevisiae mlh1 rad18 strain; 11% of 79,000 active; growth inhibition, % at 50 µM;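 also: 0% = growth of vehicle-only cultures of the same strain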
#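 Read-out is yeast growth inhibition, calculated against vehicle-only controls. The compound was applied to a strain engineered with DNA damage repair alterations.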
# rad50 – NCI yeast anticancer drug screen, S. cerevisiae rad50 strain. growth inhibition, % at 50 µM. 10% of 79,000 active. AID 155;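 also: 0% = growth of vehicle-only cultures of the same strain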
#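 Vehicle-treated cultures provide the reference for the growth inhibition reported for compound-exposed, repair-deficient yeast.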
# cln2 rad14 – NCI yeast anticancer drug screen, S. cerevisiae cln2 rad14 strain; % growth inhibition at 50 µM; 8.3% of 78,000 active; AID 165;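 also: 0% = growth of vehicle-only cultures of the same strain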
#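 Compounds are applied to the cln2 rad14 yeast strain, and growth is then compared with that of vehicle-treated cultures to give inhibition.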
# Active calls of the source: *; . = not tested or not shown; & = joins results of further samples; ! = a repeat was not active. Rule as the data show it: active = growth inhibition above about 70%; inactive = the rest. Outcome played no part in choosing rows, and some 14% of all compounds hit somewhere here.
# Below each compound: bub3	sgs1 mgt1	yeast mec2-1	yeast mlh1 rad18	rad50	cln2 rad14
> COc1cc2c(cc1OC)NCC1COc3c(ccc(OC)c3OC)C1=N2 (stereo not given)
 : 16	-18	-7	-38	-45	11
> CCOC(=O)C(C#N)=C1CCNCC1
 : -5	-17	9	-7	3	-13
> COc1ccc(CCn2ccc(C)n2)c(OC)c1
 : 32	36	22	-34	-31	-8
> Cc1ccc(S(=O)(=O)C2CC3CC2C2COCC32)cc1 (stereo not given)
 : -24	2	0	-27	-15	4
> COc1cc(/C=N/NC2=NCCN2)ccc1O
 : 19	13	12	12	24	15
> Cc1ccc(/C=C/[n+]2ccccc2)cc1
 : 8	5	-14	-14	-5	-61
> O=C(CN1CCCC1)Nc1ccc2c(c1)C1Oc3ccccc3CC1CO2 (stereo not given)
 : -13	6	4	31	8	12
> O=C1C=C(c2ccccc2)C(c2ccccc2)C(c2ccccc2)C1 (stereo not given)
 : 4	16	21	-3	1	-5
> O=C(O)C1(Nc2ccc(Cl)cc2)CCCC1
 : 10	-13	-7	12	14	-1
> COc1ccc(C(=O)O)c2c(=O)c3cccnc3[nH]c12
 : 0	-10	-7	-19	-16	-10
> O=C(Oc1c(OC(=O)c2ccccc2)c2ccccc2c2ccccc12)c1ccccc1
 : -1	8	9	20	3	-2
> COc1cc([N+](=O)[O-])ccc1NC(=O)Nc1c(C)n(C)n(-c2ccccc2)c1=O
 : 0	-8	2	6	-17	93*
> NCc1ccc(S(=O)(=O)Nc2cc(Br)cc(Br)c2)cc1
 : 12	30	15	30	16	35
> Cc1cccc(N2C(=O)C=C(NCc3nc4ccccc4[nH]3)C2c2ccccc2)c1 (stereo not given)
 : -1	2	6	16	14	6
> O=c1oc(=O)c2c1ccc1c2cc2ccc3cccc4ccc1c2c34
 : -11	-8	-10	-11	-18	-35
> CN1CNC(=S)NC1
 : 21	11	-8	15	10	18
> S=c1[nH]sc(=S)[nH]1
 : -8	-14	-15	-6	4	0
> CCCC(O)CCC
 : 20	-6	-2	41	56	-4
> CNC(=O)CCC(=O)O
 : -23	-8	-20	-8	-7	-3
> CCC1C(C)(C)c2cc(C)c(C(C)=O)cc2C1(C)C (stereo not given)
 : 26	7	-9	-4	-8	-50
> NC(=O)c1ccccc1N=NNc1ccccc1
 : -25	3	-5	16	18	-28
> NC(=O)C1=CCCC1
 : 13	0	0	-3	6	10
> c1ccc(C2=NC3(CCCCC3)N=C2c2ccccc2)cc1
 : 21	7	12	25	27	-32
> Cc1ccc(NC(=S)NC2CCCCC2)cc1Cl
 : 42	29	43	27	-2	-25
> Fc1ccc(Cl)c(-c2nc3ccccc3[nH]2)c1
 : -2	3	15	47	14	2
> CN1CCCCC1C[CH2][Sn]([c]1ccccc1)([c]1ccccc1)[c]1ccccc1 (stereo not given)
 : 99*	100*	100*	100*	100*	99*
> Nc1ccccc1/C=C1/Sc2cc[nH]c2C1=O
 : 84*	-16	6	-10	5	3
> CCSc1nc(N)nc2nc[nH]c12
 : -20	-1	-12	-15	-5	-32
> CCOC(=O)C(NC(=O)NC(C(=O)OCC)C(=O)OCC)C(=O)OCC
 : -8	-7	-21	-18	-17	-4
> CC(=O)Nc1ccc(N=Nc2c(C)nn(C(=N)N)c2C)cc1
 : -4	0	-9	9	-5	1
> CCOC(=O)c1cnc2ccccc2c1N=[N+]=[N-]
 : 40	26	28	30	-1	-34
> Cc1ccc(C)c(C2=C/C(=C/c3ccc(N(CCC#N)CCC#N)cc3)C(=O)O2)c1
 : -4	0	19	-8	31	16
> CC1CCC(NC(=O)N(CCCl)N=O)CC1 (stereo not given)
 : 9	16	-22	23	35	8
> O=C(O)CC(NC(=O)OCc1ccccc1)C(=O)O (stereo not given)
 : 5&2	1&-6	10&-16	-16&-9	-21&-30	-34&16
> C=CCCCCCCCCC(=O)Cl
 : .	.	3	11	34	.
> CC(O)COC(=O)NCc1ccc(Cl)cc1 (stereo not given)
 : 4	-7	-8	-14	6	2
> O=C(O)C(CCc1ccccn1)c1ccccc1 (stereo not given)
 : -44	-26	-26	-1	-4	-18
> CN(C=O)/C=C/c1cc(O)ccc1O
 : 8	-2	-1	5	-1	-4
> CC(=O)Nc1ccc(/C=C/c2ccc(N=C=S)c(S(=O)(=O)O)c2)c(S(=O)(=O)O)c1
 : 1	-19	-4	-14	10	10
> CCCCN(CCCC)CCC(O)(c1ccc(OC)c2ccccc12)C(O)(CCN(CCCC)CCCC)c1ccc(OC)c2ccccc12 (stereo not given)
 : 99*	100*	100*	97*	99*	99*
> CCCCCCCCCCCCNC(=O)c1ccc[n+](Cc2ccc(Cl)c(Cl)c2)c1
 : 98*	99*	99*	99*	99*	98*
> O=C1NC(=S)N/C1=C\c1ccco1
 : 26	0	10	32	22	15
> O=[N+]([O-])c1ccc(NC(=S)Nc2ccc([N+](=O)[O-])cc2)cc1
 : 6	-1	-18	3	5	-26
> Cc1ccc(C2(c3ccc(Cl)cc3)c3ccccc3C3=NCCN32)cc1 (stereo not given)
 : 28	26	9	31	20	23
> CCOC(=O)NC(CC)CO (stereo not given)
 : 6	-14	-23	-7	-13	16
> CO[C@H](C(=O)[C@@H](O)[C@@H](C)O)[C@@H]1Cc2cc3cc(OC4CC(OC5CC(O)C(O)C(C)O5)C(O)C(C)O4)c(C)c(O)c3c(O)c2C(=O)[C@H]1OC1CC(OC2CC(OC3CC(C)(O)C(O)C(C)O3)C(O)C(C)O2)C(O)C(C)O1 (stereo not given in full)
 : 24&45	18&62	0&33	14&42	72*!	93*!
> CC(C)(C)NC(=O)NCCCl
 : 3	-2	-11	5	1	-34
> CCCCCCCCCCCCCC[N+]1(CC)CCCCC1
 : 91*	92*	91*	90*	90*	90*
> Cc1cc(C)cc(N(C2=NCCS2)C2=NCCS2)c1
 : 22	-2	-5	5	5	0
> O=[N+]([O-])c1ccc2nc(/C=C(\O)c3ccccc3)c(NC34CC5CC(CC(C5)C3)C4)nc2c1
 : -18	14	-18	-2	16	-39
> CCCCCCCCCCCCOC1C(COCCN2CCCC2)OC2OC(C)(C)OC21 (stereo not given)
 : 88*	90*	93*	90*	93*	90*
> Cc1[nH]c(=O)[nH]c(=O)c1N
 : -3	-29	-10	2	5	-19
> CCCCCCCCCCC[n+]1ccc(C(N)=O)cc1
 : 53	53	10	59	20	40
> Cc1ncc(O)c(C(=O)O)c1C(=O)O
 : 10	-15	-32	-18	-22	-35
> CS(=N)(=O)c1ccccc1N (stereo not given)
 : -9	10	1	-2	11	-14
> Fc1ccc(NCCS)cc1
 : 87*	79*	88*	84*	85*	60
> CN(C)CCSc1ccccc1NC1=C(Cl)C(=O)C(Nc2ccccc2SCCN(C)C)=C(Cl)C1=O
 : -5	16	-8	25	4	47
> O=Cc1ccc([N+](=O)[O-])cc1
 : 66	30	32	23	64	45
> CSC(=S)NN=C(c1ccccn1)c1ccccn1
 : -8	85*	98*	36	94*	92*
> CCOc1ccc(C2=NN(CC)C(=O)C(C3C(=O)N(c4ccccc4)N=C3C)C2)cc1 (stereo not given)
 : -22	0	-7	-10	5	-31

# (list continues)
# Below each compound: bub3	sgs1 mgt1	yeast mec2-1	yeast mlh1 rad18	rad50	cln2 rad14
> CCOC(=O)C1(c2ccccc2)C(=O)Oc2ccccc21 (stereo not given)
 : 23	12	29	23	9	36
> CC(O)CN1CCN(CC(C)O)C(C)C1 (stereo not given)
 : -7	0	2	5	-10	1
> CCOC(=O)/C(=C\c1ccc2ccccc2c1)P(=O)(OCC)OCC
 : 74*	72*	80*	59	78*	65
> O=C(O)c1cccc(S(=O)(=O)c2ccc([N+](=O)[O-])cc2)c1
 : -6	5	1	14	0	-6
> CCN(C(=S)Nc1cccc2ccccc12)c1ccccc1
 : -4	12	-11	-8	-4	2
> Cc1cc(=O)oc2c(C)c(O)ccc12
 : -17	-3	-16	16	0	14
> CC(C)CCCC(C)C1CCC2(C)C3=C(CCC12C)C1(C)Cc2cn[nH]c2C(C)(C)C1CC3 (stereo not given)
 : -3	22	9	17	33	30
> O=C(O)c1cc(Cl)nnc1Cl
 : 9	8	22	-5	10	-40
> O=C1OC(=O)C2C1C1(Cl)CC2(Cl)C(Cl)=C1Cl (stereo not given)
 : -23	2	-32	-19	-3	-31
> O=[N+]([O-])c1ccc(-c2nc3ncccn3n2)cc1
 : -3	-6	-6	-2	9	6
> NNC(=O)C(=O)NN
 : -2	-2	-16	-21	-24	-28
> COc1cc(C(=O)O)c([N+](=O)[O-])c(OC)c1OC
 : -30	-18	-6	-8	-12	-11
> CC1(C)CC([N+](C)(C)CCCCCC[N+](C)(C)C2CC(C)(C)N(O)C(C)(C)C2)CC(C)(C)N1O
 : -3	15	0	12	4	-4
> O=C(c1c(O)cc(O)cc1O)C1Cc2ccccc21 (stereo not given)
 : -3	-5	-2	10	-24	18
> CCCCCCCCCCc1ccc(CCCCCCCCCC)cc1
 : 2	5	7	-8	7	-5
> Cc1nnc(C)s1
 : 22	4	-14	25	22	0
> Cc1ccc(S(=O)(=O)Nn2c(S)c(C#N)c(-c3ccc(N(C)C)cc3)c(C#N)c2=O)cc1
 : 52	56	63	60	42	30
> Clc1cc2nn(C3CCCCO3)nc2cc1Cl (stereo not given)
 : 17	-18	-13	-45	1	-16
> c1ccc(C(c2cccc3c2ccc2ccccc23)C(c2ccccc2)c2cccc3c2ccc2ccccc23)cc1 (stereo not given)
 : -22	-33	-10	-13	5	-20
> O=C1OCC(c2ccccc2)(c2ccccc2)C(=O)N1O
 : 6	4	-2	16	18	13
> O=[N+]([O-])c1ccc(N/N=C/Cc2ccccc2)c([N+](=O)[O-])c1
 : 67	25	31	12	-4	-7
> Cn1c(=O)c2c(ncn2-c2ccc(N)cn2)n(C)c1=O
 : 11	-7	-5	4	-7	9
> C[n+]1c(/C=C/c2ccc([N+](=O)[O-])cc2)ccc2ccccc21
 : 12	70	61	80*	42	83*
> CCCCCCCCCCCCCC(=O)NCC(OCC)OCC
 : -11	-18	-6	-2	-11	16
> c1ccc2c(OCC3CO3)cccc2c1 (stereo not given)
 : 13	84*	49	82*	93*	64

# Exported in CSV form: 22 of the compounds above
SMILES,bub3,sgs1 mgt1,yeast mec2-1,yeast mlh1 rad18,rad50,cln2 rad14
COc1cc2c(cc1OC)NCC1COc3c(ccc(OC)c3OC)C1=N2 (stereo not given),16,-18,-7,-38,-45,11
CCOC(=O)C(C#N)=C1CCNCC1,-5,-17,9,-7,3,-13
COc1ccc(CCn2ccc(C)n2)c(OC)c1,32,36,22,-34,-31,-8
Cc1ccc(S(=O)(=O)C2CC3CC2C2COCC32)cc1 (stereo not given),-24,2,0,-27,-15,4
COc1cc(/C=N/NC2=NCCN2)ccc1O,19,13,12,12,24,15
Cc1ccc(/C=C/[n+]2ccccc2)cc1,8,5,-14,-14,-5,-61
O=C(CN1CCCC1)Nc1ccc2c(c1)C1Oc3ccccc3CC1CO2 (stereo not given),-13,6,4,31,8,12
O=C1C=C(c2ccccc2)C(c2ccccc2)C(c2ccccc2)C1 (stereo not given),4,16,21,-3,1,-5
O=C(O)C1(Nc2ccc(Cl)cc2)CCCC1,10,-13,-7,12,14,-1
COc1ccc(C(=O)O)c2c(=O)c3cccnc3[nH]c12,0,-10,-7,-19,-16,-10
O=C(Oc1c(OC(=O)c2ccccc2)c2ccccc2c2ccccc12)c1ccccc1,-1,8,9,20,3,-2
COc1cc([N+](=O)[O-])ccc1NC(=O)Nc1c(C)n(C)n(-c2ccccc2)c1=O,0,-8,2,6,-17,93*
NCc1ccc(S(=O)(=O)Nc2cc(Br)cc(Br)c2)cc1,12,30,15,30,16,35
Cc1cccc(N2C(=O)C=C(NCc3nc4ccccc4[nH]3)C2c2ccccc2)c1 (stereo not given),-1,2,6,16,14,6
O=c1oc(=O)c2c1ccc1c2cc2ccc3cccc4ccc1c2c34,-11,-8,-10,-11,-18,-35
CN1CNC(=S)NC1,21,11,-8,15,10,18
S=c1[nH]sc(=S)[nH]1,-8,-14,-15,-6,4,0
CCCC(O)CCC,20,-6,-2,41,56,-4
CNC(=O)CCC(=O)O,-23,-8,-20,-8,-7,-3
CCC1C(C)(C)c2cc(C)c(C(C)=O)cc2C1(C)C (stereo not given),26,7,-9,-4,-8,-50
NC(=O)c1ccccc1N=NNc1ccccc1,-25,3,-5,16,18,-28
NC(=O)C1=CCCC1,13,0,0,-3,6,10
